# cardiac RTF act: cardiac RTF calcium sensitization; P19429+P45379; activation, % at 7.2 µM; IANBD-labeled TnC RTF fluorescence at EC20 calcium; 0% EC20 calcium, 100% full calcium; 0.24% of 340,000 active; AID 493008;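 active = activation above the mean over all tested compounds plus 3 SD, cut at about 30% in these data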;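 note: rise in fluorescence read as greater calcium sensitivity of cardiac thin filaments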
# Tat transport: blocks Tat-dependent protein export in E. coli. 0.036% of 340,000 active. E. coli MC4100 TorA-mCherry Tat export, fluorescence. inhibition, % at 10 µM;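 active = mean replicate inhibition at least 50% and at least half of replicates individually reaching 50%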;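 note: exported cargo escapes ClpAP degradation while cytoplasmic cargo is degraded and loses fluorescence; 0% = median of neutral control wells and 100% = median of NaSCN control wells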
# Rtt109 Vps75: blocks Candida albicans Rtt109/Vps75 acetyltransferase activity. purified Rtt109/Vps75, ThioGlo CoA-SH fluorescence, 4 h. 0.16% of 330,000 active. AID 540336. Q5AAJ8. inhibition, % at 34.9 µM;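 active = inhibition of at least 50% in every replicate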
# Target sequence (Q5AAJ8 whole entry, looked up): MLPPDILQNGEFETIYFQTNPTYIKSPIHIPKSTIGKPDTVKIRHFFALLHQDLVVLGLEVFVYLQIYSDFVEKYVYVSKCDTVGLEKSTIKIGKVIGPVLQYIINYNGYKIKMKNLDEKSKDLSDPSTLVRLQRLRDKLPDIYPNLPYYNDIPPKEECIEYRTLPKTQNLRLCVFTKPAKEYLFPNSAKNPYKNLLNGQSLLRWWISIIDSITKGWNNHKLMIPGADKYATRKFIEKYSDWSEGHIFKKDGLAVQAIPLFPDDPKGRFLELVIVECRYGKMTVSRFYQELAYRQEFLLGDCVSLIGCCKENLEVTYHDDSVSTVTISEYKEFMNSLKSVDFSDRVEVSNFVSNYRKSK
# V-ATPase pHluor: yeast V-ATPase proton transport regulation by pHLuorin | S. cerevisiae, pHLuorin cytosolic pH fluorescence | response, % at 10 µM | 0.37% of 350,000 active; in the data active = response mostly above about 7.3%, no sharp cut-off; inactive = mostly below about 5.4%; note: actives read high; inactives centre near 0; some compounds called inactive have numbers as strong as hits
# CAL PDZ FP-1: CAL PDZ (human) peptide binding inhibition; Q9HD26; purified CAL PDZ, TMR-peptide fluorescence polarization, 1 h; inhibition, % at 24.9 µM; 0.92% of 300,000 active; AID 602252;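 active = mean inhibition of at least 30% with at least half of replicates also reaching 30%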;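 note: 0% = DMSO neutral control and 100% = excess unlabeled competitor peptide PRC23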
# CAL PDZ FP-2: blocks peptide binding to human CAL PDZ domain | Q9HD26 | purified CAL PDZ, TMR-peptide fluorescence polarization, 1 h | inhibition, % at 20 µM | 0.02% of 330,000 active | AID 504414;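 active = highest replicate inhibition of at least 40%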;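 note: plate controls were DMSO neutral control wells for no effect and unlabeled competitor peptide control wells for full effect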
#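 Test system: purified CerCALP PDZ construct; Compound dosing: one concentration, 20 µM compound; Also added: TMR-labelled reporter peptide T*-PRC34 bound in PDZ groove; Read-out: inhibition from polarization loss; Controls: unlabelled peptide and DMSO controls; Signal: FP readout, S and P plane fluorescence; Incubation: 1 h at RT.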
# CDK5 p35 inh: inhibitors of human CDK5/p35 kinase. Q00535+Q15078. Recombinant CDK5/p35, ADP-Glo luminescence, 60 min. inhibition, % at 10 µM. 0.01% of 330,000 active;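 active = highest replicate inhibition of at least 50% and at least 75% of replicates reaching 50%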;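 note: plate controls were DMSO neutral control for no effect and GW8510 at 10 µM for full effect; many of its hits are not listed in these tables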
# Target sequence (Q00535 whole entry, looked up): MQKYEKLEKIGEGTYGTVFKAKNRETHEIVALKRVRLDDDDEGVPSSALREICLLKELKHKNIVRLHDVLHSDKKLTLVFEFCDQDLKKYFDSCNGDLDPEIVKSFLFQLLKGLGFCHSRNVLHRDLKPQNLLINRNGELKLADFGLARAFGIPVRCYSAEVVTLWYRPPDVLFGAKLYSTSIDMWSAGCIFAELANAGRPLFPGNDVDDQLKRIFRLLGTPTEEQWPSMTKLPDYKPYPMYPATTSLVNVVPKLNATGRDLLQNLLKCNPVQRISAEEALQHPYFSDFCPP
# Target sequence (Q15078 whole entry, looked up): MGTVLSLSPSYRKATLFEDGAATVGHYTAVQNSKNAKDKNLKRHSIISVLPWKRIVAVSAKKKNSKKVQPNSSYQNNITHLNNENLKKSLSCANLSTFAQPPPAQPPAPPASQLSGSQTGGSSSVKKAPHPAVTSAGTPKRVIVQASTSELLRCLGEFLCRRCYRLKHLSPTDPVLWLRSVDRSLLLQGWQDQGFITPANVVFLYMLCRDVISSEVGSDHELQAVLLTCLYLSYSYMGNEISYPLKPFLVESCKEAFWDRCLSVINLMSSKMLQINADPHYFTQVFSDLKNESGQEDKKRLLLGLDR
# dFosB activator: enhances mouse delta FosB homodimer DNA binding; purified delta FosB, TAMRA-CDK5 oligo fluorescence polarization; percent of positive-control signal above neutral wells; 0.99% of 340,000 active; activation, % at 25 µM; P13346; AID 493131;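 active = mean activation above about 17%, with every replicate also reaching it, limit read from the data, passing the limit was not always enough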;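 note: fluorescence polarization rise as delta FosB binds a TAMRA Cdk5 AP-1 oligo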
# Wnt act: activators of Wnt/beta-catenin signaling; Wnt/beta-catenin reporter cell assay, activator, plate reader; activation, % at 9.35 µM; 1.2% of 300,000 active; AID 743398; in the data active = activation above about 30%, passing the limit was not always enough;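 note: 0% = neutral control wells and 100% = positive control wells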
# MITF TRPM1 HTS: increases MITF-driven TRPM1 promoter luciferase signal; SK-MEL-5 TRPM1-promoter luciferase, 24 h; % of positive control, neutral wells = 0; activation, % at 12.5 µM; 0.75% of 300,000 active;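 active = mean activation of at least 80% with every replicate also reaching 80%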;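 note: 0% = neutral control wells and 100% = parthenolide positive control wells; values of inactives mirror those of a sister screen read the other way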
# An asterisk follows results filed as active; nt = not tested or not shown.
canonical_smiles	Wnt act	CAL PDZ FP-2	Tat transport	dFosB activator	cardiac RTF act	Rtt109 Vps75	MITF TRPM1 HTS	CAL PDZ FP-1	V-ATPase pHluor	CDK5 p35 inh
COC(=O)c1ccccc1NC(=S)NC(=O)c1cccc2ccccc12	-2.8	-1.5	-0.6	-1.7	-2.6	-0.4	nt	-6.3	0.2	-0.3
C=CCn1c(SCc2c(C(=O)OC)sc(N)c2C(=O)OC)nnc1-c1ccc(Br)cc1	-3.0	-1.1	-1.7	-8.9	-4.2	12.2	nt	-0.4	-2.9	-0.7
CCC(C(=O)NC1CCCC1)N(C(=O)Cn1nnc(-c2ccc(C)o2)n1)c1cnc2ccccc2c1 (stereo unspecified)	nt	-2.6	-2.1	-2.5	5.1	-25.4	9.9	nt	4.0	1.5
N#Cc1nc(Cc2ccccc2)oc1NCc1ccccc1	7.4	0.8	9.5	-5.8	6.3	7.1	nt	-2.1	4.0	0.8
COC(=O)C1CCN(C(=O)c2cc(-c3ccc(Cl)s3)nc3ccccc23)CC1	-3.9	-2.3	9.5	-9.8	-0.3	-0.2	1.5	-8.3	1.5	-0.3
COc1ccc(Nc2nc(-c3ccccc3)c3ccccc3n2)cc1	-0.6	0.1	-2.5	1.1	3.1	10.6	7.8	-2.8	2.0	-1.1
N#C/C(=C\c1ccc(OCC(N)=O)cc1)S(=O)(=O)c1ccccc1	-0.6	-1.5	-2.6	-0.5	3.7	0.5	8.6	nt	-2.1	-0.7
COc1ccc2nc(-c3ccc(Cl)cc3)cc(C(=O)O)c2c1	13.2	-1.2	-0.3	0.6	1.8	-17.9	11.8	-4.8	0.5	-0.8
Cc1ccc(/C=C/C(=O)O)cc1S(=O)(=O)N1CCCc2ccccc21	0.7	-2.9	-12.6	-0.8	-1.8	0.1	7.4	-2.4	-0.2	-1.6
C=Cc1ccc(CSc2cc(C)nc3nc(C)nn23)cc1	1.3	-2.8	-9.6	-18.0	2.9	-7.1	11.8	-3.0	-3.1	1.6
Clc1ccccc1C1=CC(c2ccco2)n2ncnc2N1 (stereo unspecified)	1.5	1.1	4.4	-11.3	18.9	2.9	nt	-5.4	0.9	0.6
Cc1nc(-c2nc(-c3c(C(=O)NNC(=O)c4ccc(Cl)cc4)noc3C)cs2)cs1	0.3	-1.1	1.7	-0.1	3.5	-1.0	-17.2	-5.0	9.5	0.7
CC(C)C(=O)Nc1ccc(NC(=O)c2ccc([N+](=O)[O-])cc2Cl)cc1	-3.0	-0.3	0.4	14.2	2.6	3.7	-6.4	-2.2	2.6	-0.1
Cc1cccc(N2CCN(C(c3cccs3)c3nnnn3C(C)(C)C)CC2)c1C (stereo unspecified)	nt	-3.0	3.0	0.5	6.6	9.9	-7.2	-0.6	4.5	-1.0
Cc1cc(C)c(C(=O)N2CCCC(CNC(=O)C3(c4ccc(Cl)cc4)CC3)C2)c(=O)[nH]1 (stereo unspecified)	-0.2	0.3	-14.2	-5.8	2.5	-1.4	1.4	nt	0.9	-0.6
O=C(NCc1ccc(OC(F)(F)F)cc1)c1cccc2c1C(=O)c1ccc(N3CCC(Cc4ccccc4)CC3)cc1S2(=O)=O	-8.2	-0.2	-10.9	3.5	9.6	-17.4	-22.0	-5.8	10.6	0.3
COc1ccc(NC(=O)Nc2ccccn2)cc1OC	15.7	-1.0	-3.3	-5.3	2.7	-3.4	42.2	nt	-2.2	1.2
O=C(NNC(=S)Nc1ccc(Br)cc1)c1ccccc1	9.1	-0.8	-5.8	0.3	0.1	-12.1	22.5	-6.1	1.3	2.2
CCOC(=O)c1ccc(-c2ccc3oc(-c4ccsc4)cc(=O)c3c2)cc1F	4.3	-0.2	3.7	-6.2	1.5	-6.8	42.7	1.5	1.5	0.2
O=C(CNC(=O)c1ccccc1)N/N=C/c1cccs1	2.0	-1.5	4.1	0.4	2.5	1.7	-4.3	-5.5	2.4	1.2

# Quoted at random: 2 compounds from above
canonical_smiles	Wnt act	CAL PDZ FP-2	Tat transport	dFosB activator	cardiac RTF act	Rtt109 Vps75	MITF TRPM1 HTS	CAL PDZ FP-1	V-ATPase pHluor	CDK5 p35 inh
O=C(CNC(=O)c1ccccc1)N/N=C/c1cccs1	2.0	-1.5	4.1	0.4	2.5	1.7	-4.3	-5.5	2.4	1.2
Clc1ccccc1C1=CC(c2ccco2)n2ncnc2N1 (stereo unspecified)	1.5	1.1	4.4	-11.3	18.9	2.9	nt	-5.4	0.9	0.6

# Continuation.
canonical_smiles	Wnt act	CAL PDZ FP-2	Tat transport	dFosB activator	cardiac RTF act	Rtt109 Vps75	MITF TRPM1 HTS	CAL PDZ FP-1	V-ATPase pHluor	CDK5 p35 inh
O=C1CC(N2CCCc3ccccc32)C(=O)N1c1ccccc1Cl (stereo unspecified)	nt	-2.3	-3.6	-3.2	-0.7	1.3	-10.0	-5.3	2.0	-5.9
COc1ccc(N=C2C=CC(=O)O2)cc1	1.9	-0.2	-10.7	3.8	2.2	-6.2	-7.7	-18.5	0.0	-1.3
O=S(=O)(Cc1cnc(Cl)s1)c1ccccc1	nt	-0.5	1.4	-4.6	4.3	2.5	0.2	-2.8	1.6	0.2
CCCCC(=O)Nc1ccc(NC(=O)CCCC)nc1	nt	-0.6	0.7	-10.3	-3.8	-4.3	5.4	-1.8	-1.1	-0.5
O=C(Nc1ncc(Cc2ccccc2)s1)c1cccs1	nt	-0.8	5.9	-8.4	2.9	15.2	65.7	-3.7	-1.2	1.8
O=C(CSc1nnc(COc2ccc(Cl)cc2)o1)N1CCN(c2ccccc2)CC1	-0.1	0.7	-2.5	-1.7	2.5	2.6	3.5	0.2	4.8	3.0
COC(=O)c1cccc(NC(=S)N2CCN(c3ccccc3F)CC2)c1	0.4	-0.5	2.4	-7.6	-1.6	-6.3	-2.3	5.8	0.7	0.1
Fc1ccc(-c2nnsc2Sc2ccccn2)cc1	nt	0.0	-1.9	-0.5	-2.3	nt	51.9	4.9	-0.7	-1.1
CC(C)CCn1c(C(C)O)nc2ccccc21 (stereo unspecified)	nt	0.2	0.7	2.4	3.2	3.0	-6.6	1.1	-0.8	0.4
CCOC(=O)C1=C(C)NC2=C(C(=O)CC(C)(C)C2)C1c1coc2ccccc2c1=O (stereo unspecified)	nt	-4.0	-3.0	-2.4	-1.3	6.8	-12.1	-2.5	-0.4	-0.3
NC(=O)C1CCN(C(=O)c2cnn(-c3ccccc3)c2NC(=O)c2ccco2)CC1	nt	-1.0	7.6	-1.3	0.9	-5.6	3.2	-8.4	-1.8	0.7
CCCN(CCC)CCCNC(=O)C(NS(=O)(=O)c1ccc2c(c1)CCC(=O)N2)c1ccccc1 (stereo unspecified)	-0.5	0.5	-3.7	-1.7	-2.9	-8.4	-12.7	nt	3.1	-4.6
CCc1ccc(OCC(=O)NCC(c2ccc(Cl)cc2)N2CCCCC2)cc1 (stereo unspecified)	-1.1	0.1	3.5	-6.5	1.9	16.8	-3.6	1.2	1.4	0.0
CCCCN1CCNC[C@@H]1Cc1ccc(O)cc1	1.9	-0.4	-10.1	0.1	1.3	11.4	18.3	-0.2	-3.7	0.4
Cc1ccc(S(=O)(=O)N(Cc2ccccc2)c2ccccc2C(=O)Nc2ccccc2C(=O)NCc2ccco2)cc1	-2.0	-2.0	-1.8	-2.9	3.6	2.5	-3.1	-2.9	2.8	-1.6
CCOc1ccccc1NC(=S)N1CCCCCC1	4.4	-1.8	-2.6	6.7	-6.2	1.3	-8.6	4.0	-3.3	0.6
Cc1cccc(OCc2nnc(SCC(=O)c3cccs3)n2C)c1C	14.5	-0.5	-2.1	-1.5	2.0	8.2	8.4	5.2	3.2	-0.9
Cc1ccc(CNC(=O)C2CCN(S(=O)(=O)c3ccc4c(c3)CC(C)N4C(=O)C3CC3)CC2)cc1 (stereo unspecified)	-2.8	-0.5	-0.1	-7.2	0.7	9.2	-3.2	nt	3.2	1.2
CN1CCN(C(=O)/C=C/c2ccc([N+](=O)[O-])cc2)CC1	-0.6	-0.9	-0.9	-0.7	-1.3	-1.9	-4.1	-3.0	-1.2	1.0
O=C1NCCCC1C(=O)Nc1cccc(C(F)(F)F)c1 (stereo unspecified)	nt	-0.4	-2.1	-1.5	-4.2	12.2	-5.9	-0.9	-9.4	-0.3
CC(=C/c1ccco1)/C=N/N1CCN(c2ccccc2)CC1	nt	0.9	0.6	-4.0	-0.4	-4.5	nt	-4.6	2.9	1.0
COc1ccc(-c2cc(C(=O)N3CCCC3)c3ccccc3n2)cc1	3.4	-2.1	-6.3	-1.7	2.1	-5.1	9.5	-1.5	-2.6	nt
CN(C(=O)C1CCC(=O)N(Cc2ccccc2F)C1)C1CCOCC1 (stereo unspecified)	1.1	-1.9	1.0	-3.1	-2.0	5.5	7.7	-3.9	1.5	-2.9
CC(=O)c1ccc(NC(=O)C2CCN(S(=O)(=O)c3ccc4c(c3)N(C(C)=O)CCO4)CC2)cc1	-2.3	-2.2	4.4	-7.3	3.7	1.4	-3.5	-1.3	-1.0	1.1
CCOC(=O)C1CCCN(C2=NC(=O)/C(=C/c3ccc(O)c(OCC)c3)S2)C1 (stereo unspecified)	3.5	0.3	-1.7	-20.9	2.1	2.1	7.5	-5.7	-0.6	1.7
Cc1cccc(NC(=O)CSCc2c(C)noc2C)c1C	nt	-2.2	-2.9	-2.1	12.2	-5.6	-2.8	-1.0	6.5	-0.6
CCn1c(SCC(=O)NC(=O)NCc2ccco2)nc2sc(C)c(C)c2c1=O	-0.4	-1.0	15.2	-7.3	-4.7	-3.1	8.9	-3.2	-2.6	1.4
COc1ccccc1N1CCN(c2nc(C)cc(C)c2C#N)CC1	-0.3	-1.1	13.2	0.4	-1.2	-1.7	nt	0.6	0.5	0.1
Cc1coc2c(C)c3oc(=O)c(CCC(=O)NCCN4CCOCC4)c(C)c3cc12	-0.3	-1.0	-2.3	-1.1	3.9	10.1	0.1	-2.4	1.6	1.3
C/C(NC(=O)c1ccccc1)=C1/C(=O)CC2C1C2(C)C (stereo unspecified)	0.0	-3.0	0.3	-4.3	-0.2	-6.4	nt	3.4	-0.7	-1.5
CCOC(=O)N1CCN(Cc2nc(N)nc(Nc3ccc(OC)cc3)n2)CC1	-1.0	0.3	1.0	-3.2	-4.8	11.3	4.6	-5.9	3.1	-1.2
Cc1ccnc2nc(C(=O)OCC(=O)c3ccc(NC(=O)CC(C)C)cc3)nn12	-3.4	0.0	-5.7	-5.4	7.8	4.5	18.1	-1.1	2.5	1.4
Cc1cccc(N(CC(=O)NC2CCCC2)C(=O)c2nsc(Cl)c2Cl)c1C	0.8	0.1	7.3	-10.9	5.2	6.3	4.9	-0.3	3.4	-2.6
CCCN(CC(=O)Nc1ccccc1C)C(=O)c1cc(=O)[nH]c2ccccc12	-0.7	-0.4	-3.9	-0.1	-3.0	7.1	-4.0	1.7	2.2	1.6
O=C(c1cnn2c(C(F)F)cc(C3CC3)nc12)N1CCOCC1	nt	-0.1	-14.9	9.7	-2.3	-7.1	1.2	nt	-1.5	-0.3
O=C(COc1ccccc1Cl)Nc1ccc(Cl)cn1	51.7*	-1.3	4.8	-3.4	4.1	-0.8	nt	-1.9	5.9	-0.3
